FAK blocker: blocks human focal adhesion kinase activity; inhibition, %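 (tested at 7 µM)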; Q05397; AID 727; biochemical FAK kinase activity assay; hit rate 0.84% among 97,000; in the data active means inhibition above about 19%;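 further: 0% = DMSO and 100% = reference compound high control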
PostGolgi yeast: growth inhibition of a yeast mutant, post-Golgi transport screen; hit rate 0.9% among 98,000; post-Golgi transport phenotypic cell assay; inhibition, % at 10 µM; AID 739;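 further: yeast cells grown in 1536-well plates; yeast grown about 18 h at 30C before absorbance read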
EphB4 antag: EphB4-ephrin-B2 interaction antagonism. P54760. EphB4 LBD / TNYL-RAW-Alexa532 peptide, fluorescence polarization. inhibition, % at 7 µM. hit rate 0.15% among 97,000. AID 720;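 active means inhibition above the screen-wide mean inhibition plus 3 SD, cut at about 15% in these data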;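 further: 0% = DMSO wells and 100% = excess unlabeled TNYL-RAW peptide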
PostGolgi ctrl: inhibits growth of the yeast control strain. efflux-deficient yeast background strain, growth absorbance A615, 16 h. inhibition, % at 10 µM. hit rate 5% among 98,000. AID 738
S1P2 blocker: blocks the human S1P2 receptor. inhibition, % at 5 µM. hit rate 0.21% among 97,000. cell-based S1P2 antagonist assay, inhibition at 5 uM. O95136; in the data active means inhibition above about 45%;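 further: CRE beta-lactamase reporter cells expressing human S1P2 stimulated with S1P; 0% = agonist at EC80 alone and 100% = agonist plus reference antagonist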
LYP inh 2: LYP (human) phosphatase inhibition; inhibition, % at 2 µM; recombinant LYP catalytic domain, DiFMUP fluorescence; hit rate 0.21% among 96,000; Q9Y2R2;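 active means inhibition at 2 µM at or above a set limit, the screen mean plus 3 SD, cut at about 24% in these data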;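 further: 0% = DMSO with enzyme and 100% = enzyme fully blocked by orthovanadate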
Target sequence (Q9Y2R2 whole entry, looked up, the tested form may be a part): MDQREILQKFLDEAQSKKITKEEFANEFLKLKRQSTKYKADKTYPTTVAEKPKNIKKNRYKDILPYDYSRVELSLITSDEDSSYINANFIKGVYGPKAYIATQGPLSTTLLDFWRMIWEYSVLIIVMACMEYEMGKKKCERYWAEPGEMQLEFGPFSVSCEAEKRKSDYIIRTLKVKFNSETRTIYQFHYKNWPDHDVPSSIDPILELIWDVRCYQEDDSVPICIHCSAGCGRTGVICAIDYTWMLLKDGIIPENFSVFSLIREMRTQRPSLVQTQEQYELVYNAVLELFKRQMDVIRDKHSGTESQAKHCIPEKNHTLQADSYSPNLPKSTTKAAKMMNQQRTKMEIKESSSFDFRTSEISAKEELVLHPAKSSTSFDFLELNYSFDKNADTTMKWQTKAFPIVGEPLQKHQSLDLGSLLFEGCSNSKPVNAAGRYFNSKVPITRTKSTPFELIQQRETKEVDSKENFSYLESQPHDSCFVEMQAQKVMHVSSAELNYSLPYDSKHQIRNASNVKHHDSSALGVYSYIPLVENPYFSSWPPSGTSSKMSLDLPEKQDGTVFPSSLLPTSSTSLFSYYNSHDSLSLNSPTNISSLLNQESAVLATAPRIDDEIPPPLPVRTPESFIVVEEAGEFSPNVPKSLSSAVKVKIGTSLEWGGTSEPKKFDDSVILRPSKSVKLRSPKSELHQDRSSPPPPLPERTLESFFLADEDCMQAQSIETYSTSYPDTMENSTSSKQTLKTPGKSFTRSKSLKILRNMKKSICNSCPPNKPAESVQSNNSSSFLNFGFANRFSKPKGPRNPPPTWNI
S1P2 agonist: agonists of human S1P2 receptor | AID 729 | S1P2-expressing cell line, agonist reporter read-out | activation, % at 4.5 µM | O95136 | hit rate 0.46% among 97,000; in the data active means activation above about 16%;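 further: 0% = vehicle low control and 100% = maximal reference agonist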
HIV Rev-RRE inh: HIV Rev-RRE protein-RNA interaction inhibition. hit rate 0.79% among 97,000. Rev peptide-RRE RNA binding, FRET. P05866. inhibition, % at 8 µM;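 active means inhibition above the screen-wide mean plus 3 SD, cut at about 35% in these data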;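 further: 0% = median DMSO wells and 100% = median Neomycin B control wells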
Target sequence (P05866 whole entry, looked up): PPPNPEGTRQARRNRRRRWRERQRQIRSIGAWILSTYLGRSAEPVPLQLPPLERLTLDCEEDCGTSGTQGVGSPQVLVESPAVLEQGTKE
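Test system – labelled RRE RNA duplex and labelled Rev peptide · Reagent – labelled Rev peptide · Doses – one concentration, 8 µM nominal · Incubation – 5 + 15 min at 25 °C · Signal – FRET fluorescence readout · Read-out basis – % inhibition of FRET ratio versus controls · Control set – DMSO wells as 0% and neomycin B wells as 100% inhibition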
LYP act: LYP (human) phosphatase activation. Q9Y2R2. hit rate 0.11% among 96,000. activation, % at 2 µM. recombinant LYP, DiFMUP fluorescence; 0 = plate median, 100 = signal doubled;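 active means activation at 2 µM above a set limit, the mean plus 5 SD, cut at about 37% in these data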
Starred values were filed as active, the others as inactive; . = not tested or not shown. Unless noted, no stated cut-off is given here; in the data, active means inhibition above about 30%; inactive means the rest.

SMILES	FAK blocker	PostGolgi yeast	EphB4 antag	PostGolgi ctrl	S1P2 blocker	LYP inh 2	S1P2 agonist	HIV Rev-RRE inh	LYP act
O=C(C(=O)N1CCCc2ccccc21)c1c[nH]c2ccccc12	-1	-6	8	16	8	7	1	5	-4
COc1ccc(-c2nnc(SC(C)C(=O)Nc3nccs3)n2-c2ccccc2)cc1OC (stereo not drawn)	49*	-10	3	2	1	-1	-2	5	-3
Cc1cccc(OCCCSc2nc3ccccc3[nH]2)c1	-1	2	3	34*	-2	-2	-13	12	8
CCOC(=O)C1=C(c2ccccc2)N=c2s/c(=C\c3ccco3)c(=O)n2C1c1cccs1 (stereo not drawn)	21*	13	-2	15	12	9	-2	11	-7
O=C(Cn1c(=O)sc2ccccc21)NCc1ccccn1	-3	2	-7	28	-7	-18	-4	5	16
COc1ccc(-c2c(C#N)c(N)nc3c2c(=O)n(C)c(=O)n3C)cc1	-2	.	4	.	-10	9	1	0	-8
CCOC(=O)N1CCN(C(=O)CSc2nnc(-c3cccs3)o2)CC1	-5	-14	2	6	7	-3	-2	1	2
CC1(C)Cc2c(C#N)c(NCCN3CCOCC3)nc(-c3ccco3)c2CO1	-4	1	2	0	-20	-16	-2	11	12
CCCc1cc(C(=O)OC)c(NC(=O)c2cc(C)on2)s1	2	.	-2	.	-10	-4	-3	16	3
O=S(=O)(NCc1ccc(Cl)cc1)c1ccc(Cl)nc1	0	-6	-8	12	-17	-23	-5	3	28
Cc1onc(-c2ccccc2Cl)c1C(=O)N1CCN(c2ccccc2)CC1	0	0	-7	39*	-5	5	-4	1	-8
O=c1c2ccccc2nc(-c2ccco2)n1/N=C/c1ccccc1O	-4	.	-3	.	-27	-2	-1	3	4
CCCN(CCC)S(=O)(=O)c1ccc(NS(C)(=O)=O)cc1	0	4	-2	6	22	-9	-3	-2	6
Cc1cccc(N2C(=O)C3C4CC(C(Br)C4Br)C3C2=O)n1 (stereo not drawn)	8	-3	5	2	5	3	-7	2	0
c1ccc(CSc2n[nH]c(-c3ccco3)n2)cc1	0	-4	-1	10	21	-3	1	8	3
CCOc1ccc(C(=O)Nc2c(C(N)=O)oc3ccccc23)cc1	16	-3	6	23	-9	6	5	12	-11
CCOC(=O)c1cc2c(ccn2C)n1CC(=O)N1CCC(C)CC1	-5	1	-9	-5	-19	-15	0	-6	15
COC(=O)C1=C(N)Oc2cc(C)[nH]c(=O)c2C1c1ccncc1 (stereo not drawn)	2	2	3	4	-4	-10	-2	3	10
Cc1ccc2c(CSc3nnc(N)s3)cc(=O)oc2c1	3	-3	-3	25	-19	-2	-3	3	4
COc1ccc2c(c1)C(=O)N(c1ccccc1)C(=O)C2	5	4	9	11	14	2	-6	7	1
Cc1cccc(CN2C(=O)N/C(=C/c3cc(C)n(-c4cc(C)ccn4)c3C)C2=O)c1	1	13	3	-8	-2	12	-4	9	-9
COc1ccc(/C=N/NC(=O)c2cccc([N+](=O)[O-])c2)cc1OC(=O)c1ccccc1	-1	-13	1	33*	29	-6	-9	9	9
Cn1c(=O)c(-c2cc(Br)ccc2N)nc2ccccc21	-1	-3	-5	10	-50	-4	2	6	4
Cn1c(SCC(=O)NCC2CCCO2)nnc1-c1ccc(S(=O)(=O)N2CCCC2)cc1 (stereo not drawn)	-5	26	1	28	13	-4	-3	-4	1
O=C(c1ccccc1)N1CCCC(c2nc3c(nnn3Cc3ccccc3)c(=O)[nH]2)C1 (stereo not drawn)	-1	-7	0	-2	-12	1	-10	1	-3
Cc1ccc(-c2noc(CN(C(=O)c3cccc(Br)c3)C(C)C)n2)cc1	3	5	3	27	-23	7	-1	10	-7
COc1ccccc1Nc1nc(N)nc(CN2CCOCC2)n1	5	1	-1	0	5	.	-2	4	.
O=C(N/N=C/c1ccc2c(c1)OCO2)/C(=C/c1ccc2c(c1)OCO2)NC(=O)c1ccccc1	1	-3	1	7	26	8	-6	1	-4
O=S(=O)(NCCCc1ccccc1)c1ccccc1	1	-2	3	3	-25	10	-1	2	-11
Cc1cccc(C)c1Oc1nc(-c2ccccc2)ncc1S(=O)(=O)c1ccccc1	5	0	2	9	32	0	-8	4	4

The final 3 entries of the section above open the next one.
SMILES	FAK blocker	PostGolgi yeast	EphB4 antag	PostGolgi ctrl	S1P2 blocker	LYP inh 2	S1P2 agonist	HIV Rev-RRE inh	LYP act
O=C(N/N=C/c1ccc2c(c1)OCO2)/C(=C/c1ccc2c(c1)OCO2)NC(=O)c1ccccc1	1	-3	1	7	26	8	-6	1	-4
O=S(=O)(NCCCc1ccccc1)c1ccccc1	1	-2	3	3	-25	10	-1	2	-11
Cc1cccc(C)c1Oc1nc(-c2ccccc2)ncc1S(=O)(=O)c1ccccc1	5	0	2	9	32	0	-8	4	4
CC(=O)Nc1cc(NC(C)=O)c2nc(N)sc2c1	1	5	-2	3	-9	4	-10	12	-4
CCCN1C2CCCC1CC(NC(=O)c1cc(OC)c(OC)c(OC)c1)C2 (stereo not drawn)	5	3	2	7	18	-8	-2	4	5
Cc1c(N2C(=O)CS/C2=N\N=C\c2ccc(Cl)cc2)c(=O)n(-c2ccccc2)n1C	-2	-15	-1	-9	13	-6	-7	0	10
O=c1[nH]c(C2CCCN(S(=O)(=O)c3ccc(F)cc3)C2)nc2c1nnn2Cc1ccccc1 (stereo not drawn)	-3	-3	2	6	-7	-4	-5	5	2
COC(=O)C(C)Sc1nc2c(c(=O)[nH]c(=O)n2C)n1CCC(C)C (stereo not drawn)	1	0	1	13	-28	-3	3	1	0
Cc1c(C(=O)OCCN2CCCCC2)oc2ccccc12	-4	6	0	-9	11	4	-3	-3	-7
Cc1ccc2nc(-c3ccc(NC(=S)NC(=O)CC(C)C)cc3)sc2c1	0	-3	1	4	-14	-4	-2	6	7
O=C(O)C1C2C=CC(C2)C1C(=O)Nc1nccs1 (stereo not drawn)	0	-1	-4	18	-6	2	-1	3	-5
Cc1ccc(NS(=O)(=O)c2ccccc2Cl)c2c1CC(C)(C)O2	0	-9	-4	18	-14	7	-6	11	-5
Cn1cc(C(=O)c2ccc(Cl)cc2Cl)cc1C(=O)N/N=C(\N)COc1ccccc1	3	-12	-5	3	7	-2	-5	-4	4
CCN(CC)CCNc1ncnc2c1sc1nc(N3CCOCC3)c3c(c12)CC(C)(C)SC3	-1	7	3	12	-18	0	-5	3	2
Cc1c(NC(=O)CCCOc2ccccc2)cccc1[N+](=O)[O-]	5	1	-2	3	-5	3	-3	-2	2
CCN(CC)S(=O)(=O)N1CCC(C(=O)NC2CCCC2)CC1	-3	-4	-2	12	18	-2	1	1	-1
O=S(=O)(c1cnc[nH]1)N1CCN(c2ccccc2)CC1	-2	-1	-3	6	3	4	-2	5	-6
Cc1ccc(CS(=O)(=O)CCC(=O)NCC2CCCO2)cc1 (stereo not drawn)	-3	3	0	4	1	-1	-1	2	-3

Printed as active in FAK blocker (from the list above):
| Compound | FAK blocker | EphB4 antag | PostGolgi ctrl | S1P2 blocker | LYP inh 2 | S1P2 agonist | HIV Rev-RRE inh | LYP act |
| --- | --- | --- | --- | --- | --- | --- | --- | --- |
| COc1ccc(-c2nnc(SC(C)C(=O)Nc3nccs3)n2-c2ccccc2)cc1OC (stereo not drawn) | 49* | 3 | 2 | 1 | -1 | -2 | 5 | -3 |
| CCOC(=O)C1=C(c2ccccc2)N=c2s/c(=C\c3ccco3)c(=O)n2C1c1cccs1 (stereo not drawn) | 21* | -2 | 15 | 12 | 9 | -2 | 11 | -7 |

Additional records follow:
SMILES	FAK blocker	PostGolgi yeast	EphB4 antag	PostGolgi ctrl	S1P2 blocker	LYP inh 2	S1P2 agonist	HIV Rev-RRE inh	LYP act
COC(=O)CN(n1cnnc1)S(=O)(=O)c1ccccc1	3	-13	2	-5	20	-6	-1	3	5
COc1cc2cc(CN(Cc3cccnc3)C(=O)NCc3ccccc3)c(=O)[nH]c2cc1OC	-6	-3	-2	17	1	-14	-7	0	12
COc1ccc(N(CC(=O)Nc2cc(Cl)ccc2OC)S(=O)(=O)c2c(C)noc2C)cc1	-1	-3	-2	10	-3	-1	-6	3	-1
Cc1cc(C)c(C#N)c(SC2CCCCC2=O)n1 (stereo not drawn)	1	7	-7	11	-3	0	-7	-2	-4
COc1c(Cl)cc(Cl)cc1C(=O)n1nc(C)cc1C	-1	.	5	.	-11	-3	-1	6	4
Cc1cccc(C)c1NC(=O)C(NC=O)c1ccc(Cl)cc1 (stereo not drawn)	3	4	-1	1	5	4	-4	1	1
COc1cc(NC(=O)CCc2nc(-c3cccs3)no2)cc(OC)c1OC	-6	8	-5	4	-28	8	-5	-2	-11
COc1ccccc1Oc1ccc(S(=O)(=O)Nc2cccnc2)cc1	1	-6	8	1	-3	7	-5	6	-7
Oc1ccc(Br)cc1CNn1cnnc1	-8	-8	-1	2	6	4	-4	8	-6
O=C(NC1CCCCC1)C1CCN(S(=O)(=O)N2CCCCCC2)CC1	6	-4	3	17	10	2	-1	1	-3
CCOC(=O)c1c(C)[nH]c(C(=O)OCC(=O)N(C)C2CCS(=O)(=O)C2)c1C (stereo not drawn)	0	17	4	2	-2	2	-3	9	0
c1ccc(-n2ncc3c(N4CCN(c5ccccn5)CC4)nc(N4CCCCCC4)nc32)cc1	0	-7	-4	23	0	-2	-11	8	1
COc1ccccc1NC(=O)c1c(C)oc2c1CCCC2	1	.	0	.	-28	-1	1	1	2
C=CCn1c(O)c(C=Nc2ccc(Cc3ccncc3)cc2)c(=O)[nH]c1=S	18	4	5	8	1	2	-6	8	2
O=C1CC(c2ccco2)Cc2nc(N3CCc4ccccc4C3)ncc21 (stereo not drawn)	2	-3	4	42*	4	1	-7	4	-3
CCC(CC)c1nnc(NS(=O)(=O)Cc2ccccc2)s1	-1	27	0	3	-6	-10	-4	0	10
Cc1csc(SCc2ccc(C(=O)O)cc2)n1	-2	-13	2	3	-12	13	-3	7	-15
COCCNC(=O)c1onc(CSc2ccc(C(C)C)cc2)c1C(=O)O	-6	-5	-1	14	-4	6	-6	-4	-3

Complete entries as entered above.
COc1cc(NC(=O)CCc2nc(-c3cccs3)no2)cc(OC)c1OC is entered as FAK blocker = -6; PostGolgi yeast = 8; EphB4 antag = -5; PostGolgi ctrl = 4; S1P2 blocker = -28; LYP inh 2 = 8; S1P2 agonist = -5; HIV Rev-RRE inh = -2; LYP act = -11
Cc1cccc(C)c1NC(=O)C(NC=O)c1ccc(Cl)cc1 (stereo not drawn) is entered as FAK blocker = 3; PostGolgi yeast = 4; EphB4 antag = -1; PostGolgi ctrl = 1; S1P2 blocker = 5; LYP inh 2 = 4; S1P2 agonist = -4; HIV Rev-RRE inh = 1; LYP act = 1

Compound activity: PubChem, several laboratories
